# Assay outcomes from PubChem BioAssay.
# H9c2 TAG inh = triacylglycerol accumulation inhibition; hit rate 0.66% among 230,000; inhibition, % at 12.5 µM; H9c2 cells, Nile Red lipid (TAG) fluorescence; cells loaded with 200 µM oleic acid;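 active = pattern-corrected inhibition of lipid staining of at least 50% with the nuclear-stain viability signal not falling by more than 50%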;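 note: 0% = DMSO wells and 100% = triacsin C control wells; some results filed as inactive read as strong as hits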
# H9c2 TAG inh DAPI viability = second read-out of H9c2 TAG inh, no call of its own (marks repeat the call); DAPI nuclei signal change (viability), lower = more cytotoxic, %;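 whole-well DAPI fluorescence read on a plate reader as a viability signal; minus 50 percent equals half of cells still viable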
# * hit, by the source's call. A portion of the library; rates above refer to the full screens.
SMILES,H9c2 TAG inh,H9c2 TAG inh DAPI viability
Cc1noc(C)c1NC(=O)N(C)C[C@@H]1Oc2ccc(NC(=O)C3CCCCC3)cc2C(=O)N([C@@H](C)CO)C[C@H]1C,6,-12
CC(C)c1nnc(NC(=O)C2CCCO2)s1 (configuration not stated),3,-2
O=C(Nc1ccccn1)c1ccc2ccccc2c1O,3,1
COC(=O)c1sc(OC)cc1OCc1ccc(C)cc1,-11,0
CCCCN(C(C)=O)c1c(CC)nc2ccc(C(=O)NCCOc3ccc(OC)cc3)cn12,9,-16
CN(C)N(C)C(=O)C(O)(c1ccccc1)c1ccccc1,-5,8
Fc1ccc(CSc2nnc(-c3ccncc3)o2)cc1,5,-13
Cc1ccc(S(=O)(=O)N2CCN(C(=O)c3sccc3C)CC2)cc1,-12,6
CN1CCCN(S(=O)(=O)c2ccc(Cl)c(Cl)c2)CC1,20,-8
CCOC(=O)C1(CC2CC2)CCN(S(=O)(=O)C[C@]23CC[C@H](CC2=O)C3(C)C)CC1,3,-10
Cc1cc(N)c(NC2=CC(=O)CC(C)(C)C2)cc1C,-28,10
Cc1ccc(N(C)C(=O)c2ccc(CNc3c(N4CCC(C)CC4)c(=O)c3=O)cc2)cc1,-5,0
CN(C)c1cccc(C(=O)NN2C(=O)NC3(CCCCC3)C2=O)c1,-16,2
COc1ccc(N2CCN(C(CNS(=O)(=O)c3ccc(C)cc3)c3ccccc3)CC2)cc1 (configuration not stated),-7,0
CCN(C(=O)COC(=O)CNS(=O)(=O)c1ccc2ccccc2c1)C1CCCCC1,2,1
O=S(=O)(c1ccc(Br)cc1)N1CCCC1c1nc2ccccc2s1 (configuration not stated),-14,14
COC(=O)c1ccc(Cn2cc([N+](=O)[O-])cn2)cc1,0,-4
COc1ccc(N2CCN(Cc3nc4c(c(=O)n(C)c(=O)n4C)n3CCc3ccccc3)CC2)cc1,15,-13
CCN(CC)c1ccc(/C=N/NC(=O)c2cc(C)nc3ccccc23)cc1,23,-26
NS(=O)(=O)c1ccc(NC(=S)N2CCN(Cc3ccc4c(c3)OCO4)CC2)cc1,-17,15
Cc1cc(O)c(N)c(C)c1Cl,5,-1
CC(=O)c1c(C)[nH]c(C(=O)OCc2cccc(Cl)c2)c1C,-28,14
COc1c(O)cccc1[C@@H](O)C1CCN(CCc2ccc(F)cc2)CC1,-16,2
CCOC(=O)C1=C(c2ccccc2)NC(=O)NC1c1ccc(OC)c(OC)c1 (configuration not stated),16,-1
CSCCC(NS(=O)(=O)/C=C/c1ccccc1)C(=O)NCCc1ccc(S(N)(=O)=O)cc1 (configuration not stated),12,-5
Cc1ccc(NC(=O)CSCC(=O)NCc2ccco2)cc1,-4,0
CCN(CC)c1ncnc2c1ncn2[C@H]1CN(Cc2ccccc2)C[C@@H](COC(C)=O)O1,11,4
O=C1CC(CSc2ccc(Cl)cc2)=NN1,3,-2
Cc1ccc2c(c1)CO[C@]21O[C@H](CCO)C[C@H](O)[C@H]1O,-4,2
O=C(CN1CCN(S(=O)(=O)N2CCCCCC2)CC1)Nc1ccc(Br)cc1,4,3
CCOC(=O)c1nc2cc3n(c(CC(C)C)c-2c1C)CC(C)=C3C,-12,14
O=C(Nc1cccc(S(=O)(=O)N2CCOCC2)c1)C1CCCCN1S(=O)(=O)c1ccccc1 (configuration not stated),-28,-3
COc1ccc2nc(N/C(=N/S(=O)(=O)c3cccs3)c3ccccc3Cl)sc2c1,7,-2
COc1ccc2nc(-c3ccc(Cl)cc3)cc(C(=O)O)c2c1,-3,3
COc1cc(S(=O)(=O)n2nnc3ccccc32)c(OC)cc1Cl,0,-1
O=C(/C=C/Nc1ccccc1)C(F)(F)F,-5,-5
O=c1c2ccccc2ncn1Cc1ccc(Cl)cc1,5,-6
Cc1scc(C(=O)N/N=C/c2ccc(OCC(C)C)cc2)c1C,23,-3
CCCCCn1c2c(c(=N)c3ccccc31)CCC2,-7,-2
COc1ccc(C(=O)NCC(c2ccco2)N2CCc3ccccc3C2)cc1 (configuration not stated),-6,10
CCOc1ccc(N2C(=O)/C(=C\c3ccc(O)c(OC)c3)S(=O)(=O)C2c2cccc([N+](=O)[O-])c2)cc1 (configuration not stated),-6,15
Cc1ccccc1Cn1c(NC2CCCC2)nc2c1c(=O)[nH]c(=O)n2C,1,-10
Clc1nssc1=Nc1ccc(Br)cc1,0,-7
Cn1ccnc1SCC(=O)NCC(=O)Nc1ccc(F)c(F)c1F,-12,3
Cn1c2ccccc2c2c(C(=O)O)cn(C3CCCC3)c(=O)c21,9,0
CSc1nc(C)cc(Oc2ccc(=O)n(C)n2)n1,-10,13
Cc1cc(NC(=NC2CC2)c2ccccc2)n(-c2ccccc2)n1,-14,13
CCOc1ccc(C(=S)N2CCN(C)CC2)cc1,1,0
O=C(NCc1cccnc1)c1ccc(Br)s1,3,0
CCc1nc(CN2CCCC(C(=O)c3ccc4c5c(cccc35)CC4)C2)c(C)[nH]1 (configuration not stated),23,87

# Record cards, from the list above. Order of screens: H9c2 TAG inh, H9c2 TAG inh DAPI viability
# Cn1ccnc1SCC(=O)NCC(=O)Nc1ccc(F)c(F)c1F as listed: -12, 3
# Cc1cc(NC(=NC2CC2)c2ccccc2)n(-c2ccccc2)n1 as listed: -14, 13
# CCOc1ccc(N2C(=O)/C(=C\c3ccc(O)c(OC)c3)S(=O)(=O)C2c2cccc([N+](=O)[O-])c2)cc1 (configuration not stated) as listed: -6, 15
# CCOc1ccc(C(=S)N2CCN(C)CC2)cc1 as listed: 1, 0
# Cc1ccccc1Cn1c(NC2CCCC2)nc2c1c(=O)[nH]c(=O)n2C as listed: 1, -10

# Following part.
SMILES,H9c2 TAG inh,H9c2 TAG inh DAPI viability
CCCCN1C(Nc2ccccc2)=NC[C@@H]1Cc1ccccc1,-9,6
O=C(COC(=O)C1CCC1)NCc1ccc(Cl)cc1Cl,1,2
CN(C)CCN1C(=O)C(=O)/C(=C(/O)c2ccc3c(c2)OCCO3)C1c1ccccn1 (configuration not stated),5,-4
OCCC1CN(Cc2nc(-c3ccc(F)cc3)cs2)CCN1CCc1ccccc1 (configuration not stated),-13,11
CCOC(=O)C1CC(CN2C(=O)c3ccccc3C2=O)OC1=O (configuration not stated),0,-4
CC1CC(C)CN(S(=O)(=O)c2ccc(F)c(C(=O)NC3CCCCC3C)c2)C1 (configuration not stated),6,-9
CCOC(=O)CC1C(=O)NCCN1C1CCCC1 (configuration not stated),-4,1
O=C(Nc1ccc(Br)cc1)c1ccc(F)c(S(=O)(=O)NCc2cccs2)c1,-28,7
Cc1ccnc(SCc2ccc([N+](=O)[O-])cc2)n1,-10,-2
Cc1ccc(/C=c2\sc3nc(-c4ccco4)nn3c2=O)o1,-1,-6
CN(C)C(CNC(=O)C1CCCN(C(=O)c2ccc(Cl)cc2)C1)c1ccco1 (configuration not stated),-4,7
CNc1cc(-c2ccc(CC#N)cc2)ncn1,-3,8
Cc1ccc(C(=O)Nc2ccn(C)n2)cc1,6,-7
O=C(OCc1c(-c2ccccc2)ncc2ccccc12)c1cccc(Br)c1,-17,4
O=C(CN1CCN(c2ccccn2)CC1)Nc1ccccc1,4,0
Cc1noc(C)c1S(=O)(=O)N1CCC(C(=O)NCCN2CCC(C)CC2)CC1,-1,4
CC1CC(C(O)c2ccccn2)C(=O)C(C(O)c2ccccn2)C1 (configuration not stated),-2,6
O=[N+]([O-])c1cc(/C=N/O)ccc1N1CCCC1,10,0
CCOC(=O)C1CCN(C(=O)CC(NS(=O)(=O)c2ccc(OC)cc2)C(C)C)CC1 (configuration not stated),26,-5
CC1(C(=O)NS(=O)(=O)c2ccccc2Cl)CCN1C(=O)Cc1cccc2ccccc12 (configuration not stated),-1,-4
O=C(NNC(=O)c1cc2ccccc2o1)c1ccc(Cl)cc1,11,-5
O=C(c1ccc(Br)cc1)N1CCN(c2ncccn2)CC1,-5,7
COC(=O)c1c(-c2ccc(OC)cc2)sc2ccc(OC)cc12,-89,-1
O=C(NCc1nc2ccccc2[nH]1)C1=C[C@H](c2ccc3c(c2)OCO3)C[C@H](OCCCCO)O1,-97,0
CCOC(=O)c1ccc(NC(=O)CSc2nc3sc(C(=O)O)c(C)c3c(=O)[nH]2)cc1,6,-3
Fc1ccccc1-n1cc(-c2ccccc2)[nH]c1=S,14,-6
CCN(CC)C(=O)C(C)N(C#N)c1nc(NC(C)C)nc(NC(C)C)n1 (configuration not stated),9,5
COc1ccc(C(=O)NC(NC(=O)c2ccc(OC)cc2)c2ccccc2F)cc1,-4,10
CC(C)(C)c1[nH]nc2c1C(Cc1ccccc1)C(C#N)=C(N)O2 (configuration not stated),-10,0
CC(=O)NCCC(=O)N(C)CC1CCN(CCc2cccc(C(F)(F)F)c2)CC1,-9,-2
Cc1ccc(C)c(NC(=O)CN(C)C(C)C(=O)N2CCCC2)c1 (configuration not stated),4,4
O=C(NCc1ccco1)c1ccc(C(=O)NCc2ccco2)cc1,-9,4
COc1cccc(CN(C(=O)c2ccco2)C(C(=O)NC2CCCC2)c2cccnc2)c1 (configuration not stated),-6,6
Cc1ccc(S(=O)(=O)N2CCC(=O)N(CCOCc3cccc(F)c3)CC2)cc1,-4,-4
CC(=O)N1CCN(S(=O)(=O)c2cccc(C(=O)OCc3ccc(F)cc3)c2)CC1,-9,8
Cc1ccc(S(=O)(=O)NC2=NCN(CCN3CCOCC3)CN2)cc1,4,1
CCCC1C2CN(C(C)C)CC=C2C(C#N)=C(N)C1(C#N)C#N (configuration not stated),-20,-19
O=C(COC(=O)c1ccc[nH]c1=O)NCCC1=CCCCC1,13,-3
CCOC(=O)C1=C(COC(=O)C2CC(=O)N(c3ccc(C)cc3)C2)NC(=O)NC1C (configuration not stated),-17,4
CCCCNc1nnc(SCC(=O)c2c(N)n(C3CC3)c(=O)[nH]c2=O)s1,-16,10
CCn1c(COc2ccccc2)nc2ccccc21,-25,-4
C[C@@]12C(=O)N(Cc3ccc(-c4ccccc4)cc3)CC(=O)N1[C@H](/C=C/c1ccccc1)[C@@H]1C(=O)N(c3ccccc3)C(=O)[C@@H]12,-5,-5
COc1ccccc1N1CCN(C(c2ccccn2)c2nnnn2C2CCCCC2)CC1 (configuration not stated),29,-20
O=C1CCC[C@@H]2CC(N3CCCCC3)C[C@@H]3CCN1[C@H]23 (some centres not stated),1,-9
O=C1CC2(CCN(S(=O)(=O)c3ccccc3F)CC2)Oc2ccccc21,-1,-8
Cc1cc(C)c2nc(SCCC#N)nc(C)c2c1,-5,2
CCC(C)NC(=O)c1ccc(C(=O)c2ccccc2)cc1 (configuration not stated),2,-6
COC(=O)C[C@H]1C[C@@H]2c3cc(NC(=O)Nc4ccc(F)cc4)ccc3O[C@@H]2[C@@H](CO)O1,-2,1
COc1ccc(NC(=O)c2ccc(NC(=O)CN(C)CC(=O)Nc3c(C)cccc3C)cc2)cc1,9,-6
Cc1ccc(S(=O)(=O)N2C[C@@H](C)[C@]3(C2)[C@H](O)[C@H](OC(=O)Nc2cccs2)C[C@H]2C(=O)N(c4ccccc4)C(=O)[C@H]23)cc1,27,-9

# The results go on:
SMILES,H9c2 TAG inh,H9c2 TAG inh DAPI viability
COC(=O)c1ccc(COc2cccc3c2CCN(Cc2cccc(C)c2)C3=O)o1,-25,1
Cc1ccccc1OCC(=O)Nc1nnc(C2CCCCC2)s1,8,-1
C=CCNC(=S)Nc1cccc(NC(=S)NCC=C)c1,-17,2
Cc1ccc2cc(C(c3nnnn3C3CCCC3)N3CCN(c4ccccc4)CC3)c(=O)[nH]c2c1 (configuration not stated),-17,1
Cc1nc2c(-c3ccc(F)cc3)c(C)nn2c(C)c1CCC(=O)NCc1ccco1,5,2
O=C(NCC1CCCCC1)c1ccc(F)c(S(=O)(=O)N2CCOCC2)c1,4,-6
C/C(=N\O)c1ccco1,17,0
CCN(CC(=O)Nc1c(F)cccc1F)C(=O)/C=C/c1ccc(S(=O)(=O)N2CCCCCC2)cc1,-3,3
Cc1ccc(-n2nc3cc(C)c(NC(=O)c4cccnc4)cc3n2)cc1,5,-8
Cc1ccc(-c2noc(Cn3cc(S(=O)(=O)N4CCCC4)ccc3=O)n2)cc1,14,-8
CCOC(=O)C(C)(C)N(Cc1ccccc1C)S(=O)(=O)c1ccc(Cl)c([N+](=O)[O-])c1,-6,8
CCN(CC(=O)NCc1cccs1)C(=O)c1ccc(NS(=O)(=O)c2cccc([N+](=O)[O-])c2)cc1,2,0
C#CCOc1c(Cl)cc(C2C3=C(CCCC3=O)N(CC(=O)O)C3=C2C(=O)CCC3)cc1OC,2,0
COc1ccc(N2CCN(C(=O)Cn3cnc4c(cnn4-c4ccc(C)cc4)c3=O)CC2)cc1,-2,4
C/C(=N\Nc1nc(N2CCCCC2)nc(N2CCOCC2)n1)c1cccs1,4,-4
CC(C)C(C(=O)Nc1cccnc1)N1C(=O)c2ccccc2C1=O (configuration not stated),-14,1
CC(=O)Nc1cccc(NC(=O)CSc2nc3c(=O)n(C)c(=O)n(C)c3n2C)c1,-4,8
O=C(Cc1ccc(Cl)cc1)NCC(=O)N1CCC2(CC1)NCCc1[nH]cnc12,4,-8

# Reprinted at random: 2 records from the list, in no set order.
SMILES,H9c2 TAG inh,H9c2 TAG inh DAPI viability
COc1ccc(N2CCN(C(=O)Cn3cnc4c(cnn4-c4ccc(C)cc4)c3=O)CC2)cc1,-2,4
C#CCOc1c(Cl)cc(C2C3=C(CCCC3=O)N(CC(=O)O)C3=C2C(=O)CCC3)cc1OC,2,0
